IkB signaling – IkB Signaling. ABC-DLBCL IkBa-CBG/CBR dual luciferase ratio, 4 h; response scale: scaled: untreated 0%, proteasome inhibitor 100%. Potency, µM (series often up to 57.1 µM), inactives show at the highest dose IkBa stabilization activation. actives 0.04% (n = 110,000); active = well fitted curve in the direction sought with a large enough effect in the signal ratio, not every such curve was filed as active; inconclusive = small, poorly fitted or top-dose-only effect, or a change in a side signal; the % refers to the signal ratio;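 also: the direction sought is a rising ratio; 0% = basal untreated cells and 100% = reference inhibitor full response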
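Luminescence ratio of IκBα-fused green versus native red beetle luciferase in OCI-Ly3 cells, 4 h post-doxycycline with compound; red signal alone, scaled from basal (0%) to zero light (-100%), flagged nonspecific or cytotoxic effects.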
p53ts 32C tox – qHTS Screen for Compounds that Selectively Target Cancer Cells with p53 Mutations: Cytotoxicity of p53ts Cells at the Permissive Temperature; H1299-p53A138V at 32C, ATP luminescence viability, 24 h; Potency, µM (doses to about 46.1 µM), inactives show at the highest dose activity change, negative = cytotoxicity, actives largely listed as cytotoxic; actives 0.93% (n = 130,000);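 also: 0% = DMSO and -100% = full killing by reference compound; nearly all actives have a fitted effect of over 55% in size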
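Cells: H1299 p53ts (A138V), 600/well, pre-incubated 16–30 h at 37C. Cpd up to 46 uM, 24 h, 32C. Readout: ATPlite luminescence, 20 min RT. Normalization: DMSO vs tamoxifen 100 uM. AC50 by Hill equation.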
Peg3 imprint – qHTS Assay for Compounds that Induce Erasure of Genomic Imprints | Potency, µM (highest dose often 60.7 µM), for inactives: at the top dose activity change, positive = activation, actives largely listed as activators | mouse ES Peg3-LacZ reporter, beta-gal luminescence, 40 h | actives 0.02% (n = 110,000);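 also: 0% = negative control wells on the plate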
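Gelatin-coated wells received 300 freshly trypsinized female ES cells with a Peg3LacZ-Neo reporter on the maternal allele, then incubated 40 hours at 37C. BetaGlo was added for 5 minutes at room temperature before a single luminescence read.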
p53ts 39C kill – qHTS Screen for Compounds that Selectively Target Cancer Cells with p53 Mutations: Cytotoxicity of p53ts Cells at the Nonpermissive Temperature. H1299-p53A138V viability at 39C, ATP luminescence, 24 h. Potency, µM (highest dose often 46.1 µM), without a hit: top-dose activity change, negative = cell killing, actives largely listed as cytotoxic. actives 1.5% (n = 130,000). AID 902, 2007; also: nearly all actives have a fitted effect of over 55% in size
Starred values were filed as active, the others as inactive; ? = inconclusive; . = no result given; [ ] = dose if it differs, or a comment. Unless noted, calls follow the shape of the dose curve; as a rule, active = well fitted curve in the direction sought with a large enough effect; inconclusive = small, poorly fitted or top-dose-only effect, or another doubt; inactive = no such curve, though single readings can be large; an effect the other way counts as inactive or inconclusive. Unless noted, % is scaled to controls: 0 for no effect and ±100 for the full control effect; potency is read from the fitted curve at half-maximal effect.

item | compound | IkB signaling | p53ts 32C tox | Peg3 imprint | p53ts 39C kill
1 | O=c1cc(O)n(-c2ccccc2)c(=S)[nH]1 | . | 2% | . | 7%
2 | OCc1ccccc1O[C@H]1OC(CO)C(O)C(O)C1O (stereo partly specified) | . | -17% | -8% | 5%
3 | Cc1ccc(Sc2c(C)nn(-c3ccccc3)c2OC(=O)C(C)(C)C)cc1 | ? | 10% | -7%[10.9 µM] | -2%
4 | CN(C)S(=O)(=O)c1ccc(C(=O)NCCSc2c(-c3ccc(Br)cc3)[nH]c3ccccc23)cc1 | ? | 9% | -20%[10.9 µM] | -15%
5 | Cc1nc(SCC(=O)Nc2cc(C)on2)c2c(C)c(C)sc2n1 | -0.3% | 5% | -1% | 1%
6 | Cc1ccc(N2CC(C)Cn3c2nc2c3c(=O)n(Cc3cccc(Cl)c3)c(=O)n2C)cc1 (stereo unspecified) | ? | 9% | -8%[10.9 µM] | -12%
7 | O=C(O)CSc1cccc2cccc(C(=O)O)c12 | 0.2% | 8% | 5% | 4%
8 | CC1(C)Cc2c(C#N)c(N3CCN(C(=O)c4ccccc4)CC3)nc(-c3ccco3)c2CS1 | . | -5% | . | 6%
9 | COCCCNC(=O)c1ccc2c(=O)n(C3CCCC3)c(=S)[nH]c2c1 | -0.8% | 17% | -15% | 11%
10 | O=C(CCn1nnc2ccccc21)Nc1nnc(Cc2ccc(F)cc2)s1 | 0.6% | -5% | -4% | -5%
11 | COc1cc2c(C(=O)N(C)c3cccc(C(F)(F)F)c3)cn(CC(C)C)c(=O)c2cc1OC | 0.4% | 10% | 7%[10.9 µM] | -20%
12 | Cc1noc(C)c1COc1cccc(C(=O)OCC(=O)N2CC(=O)Nc3ccccc32)c1 | 9.8% | 14% | -27% | -5%
13 | O=C(CCCn1c(=O)c2sccc2n(Cc2cccc(Cl)c2)c1=O)NCc1ccc2c(c1)OCO2 | ? | -16% | -4%[10.9 µM] | -15%
14 | O=C(NCC1CCCO1)C(C(=O)c1ccc(F)cc1)n1ccccc1=O (stereo unspecified) | -0.6% | 14% | -1% | -12%
15 | COc1ccc(S(=O)(=O)N2CCCC(C(=O)NCCC3=CCCCC3)C2)cc1 (stereo unspecified) | 1.7% | -1% | 15% | -5%
16 | CCCOC(=O)c1ccc(OCC(O)CN2C(=O)NC(C)(C)C2=O)cc1 (stereo unspecified) | -1.7% | 3% | -14% | 5%
17 | CCC1(C)Cc2nc3[nH]c(=S)n(-c4ccc(C)cc4)c(=O)c3cc2CO1 (stereo unspecified) | . | 26% | . | 26%
18 | O=C(O)c1c2c(c(O)c3c1CN(C1CCCCC1)CO3)OCN(C1CCCCC1)C2 | -0.1%[11.4 µM] | -9%[9.22 µM] | 1%[10.9 µM] | 12%[9.22 µM]
19 | Cc1ccccc1N1C(=O)c2sc3nc4c(c(=O)n3c2C1=O)CCC4 | 4.8% | -9% | -21% | 24%
20 | O=C(CCC1COc2ccccc2O1)NCc1ccco1 (stereo unspecified) | -4.0% | 3% | 0% | 3%
21 | COc1ccc(-c2nn3c(=O)cc(CN4CCN(C(=O)c5ccc(OC)c(OC)c5)CC4)nc3s2)cc1 | 0.6% | -2% | -7%[10.9 µM] | 11%
22 | CC(=O)c1ccc(NC(=O)Cn2ncc3c(C)n(Cc4ccc(F)cc4)c(C)c3c2=O)cc1 | 0.8% | -3% | -4%[10.9 µM] | -6%
23 | Cn1nnnc1SCC(=O)NCCCc1ccccc1 | -0.3% | 0% | -9% | 6%
24 | NC(=O)CSc1nc2scc(-c3ccco3)c2c(=O)n1-c1ccccc1 | -0.4% | 6% | 28% | -10%
25 | CCOC(=O)C(C(C)=O)C(c1ccc(OCCC(C)C)cc1)C(C(C)=O)C(=O)OCC (stereo unspecified) | . | -4% | . | -27%
26 | COc1ccc(-c2c(C)nn(-c3ccccc3)c2N)cc1OC | . | 13% | . | 16%
27 | COCCNC(=O)C(c1ccc(C)o1)N(C(=O)c1snc(C(N)=O)c1N)c1cccc(C)c1 (stereo unspecified) | -2.2% | 8% | -8% | 8%
28 | Cc1onc(-c2ccccc2)c1C(=O)N1CCCSC1=Nc1ccccc1 | 2.9% | 2% | -12% | -12%
29 | c1csc(Cn2nnnc2CN2CCN(c3nc4ccccc4s3)CC2)c1 | ? | 6% | -18% | -21%
30 | C=CCn1c(CSc2nc3ccccc3s2)nnc1SCC(=O)NCCN1CCOCC1 | 0.7% | -10% | -8% | 3%

In another format: 7 of the compounds above
Every second line gives: IkB signaling, p53ts 32C tox, Peg3 imprint, p53ts 39C kill
22) CC(=O)c1ccc(NC(=O)Cn2ncc3c(C)n(Cc4ccc(F)cc4)c(C)c3c2=O)cc1
 : 0.8%, -3%, -4%[10.9 µM], -6%
23) Cn1nnnc1SCC(=O)NCCCc1ccccc1
 : -0.3%, 0%, -9%, 6%
24) NC(=O)CSc1nc2scc(-c3ccco3)c2c(=O)n1-c1ccccc1
 : -0.4%, 6%, 28%, -10%
25) CCOC(=O)C(C(C)=O)C(c1ccc(OCCC(C)C)cc1)C(C(C)=O)C(=O)OCC (stereo unspecified)
 : ., -4%, ., -27%
26) COc1ccc(-c2c(C)nn(-c3ccccc3)c2N)cc1OC
 : ., 13%, ., 16%
27) COCCNC(=O)C(c1ccc(C)o1)N(C(=O)c1snc(C(N)=O)c1N)c1cccc(C)c1 (stereo unspecified)
 : -2.2%, 8%, -8%, 8%
28) Cc1onc(-c2ccccc2)c1C(=O)N1CCCSC1=Nc1ccccc1
 : 2.9%, 2%, -12%, -12%

New compounds follow:
item | compound | IkB signaling | p53ts 32C tox | Peg3 imprint | p53ts 39C kill
31 | CC(=O)NCc1ccc(-c2csc(N)n2)s1 | 0.3% | -2% | -7% | -2%
32 | COCCNC(=O)c1cc2c(=O)n(C)c3ccccc3c2n1C | -1.1% | 0% | -9% | 6%
33 | CCCN(C(=O)CSc1nnc(-c2ccoc2C)n1N)C1CCS(=O)(=O)C1 (stereo unspecified) | 1.4% | -2% | -1% | -4%
34 | NS(=O)(=O)c1ccc(CCNc2nc(CN3CCOCC3)nc3sc4c(c23)CCC4)cc1 | 5.4% | -1% | -13% | -3%
35 | CCCCCn1c2nc3ccccc3nc2c2c(=O)n(CC3CCCO3)c(C)nc21 (stereo unspecified) | -0.5% | -2% | -8% | 6%
36 | COc1cc(OC)c(NC(=O)N2CCCn3nc(C)cc32)cc1Cl | -1.2% | 1% | 17%[10.9 µM] | -5%
37 | Nc1nc(Nc2ccc(Cl)cc2Cl)nc(C(F)(F)F)n1 | -0.7% | -12% | -1% | -4%
38 | CC(=O)c1ccc(NC(=O)C2CCCN(S(=O)(=O)c3cn(C)cn3)C2)cc1 (stereo unspecified) | ? | 4% | 17%[10.9 µM] | 22%
39 | CCN1C(=O)c2ccc(C(=O)Nc3nccs3)cc2C1=O | 0.0% | -2% | -1% | 5%
40 | CCC(O)c1cc2c(cc1NC(=O)c1ccc(C)cc1)OCCO2 (stereo unspecified) | 3.6% | -7% | -4% | 0%
41 | O=C(CN(C(=O)CNC(=O)c1ccco1)c1ccc2c(c1)OCO2)NC1CCCCC1 | 3.1% | 5% | -2% | 1%
42 | COC(=O)N1CCC2(CC1)CN(c1cccc(-c3ccccc3)c1)C2 | 0.1%[11.4 µM] | -4% | . | -9%
43 | COc1ccccc1CNC(=O)Cn1nnc(-c2ccncc2)n1 | 0.9% | -4% | -5% | 0%
44 | C=CCn1c(=N)n(CC(=O)OC)c2ccccc21 | -0.2% | 0% | 3% | 2%
45 | COc1ccc(N2C(=O)CCC(C(=O)N3CCCCC3)C2c2ccc(F)cc2)cc1 (stereo unspecified) | -0.3% | 0% | -7% | -3%
46 | CC(C)OCCCn1c(SCc2ccccc2C#N)nc2c(sc3ccccc32)c1=O | 0.2% | 13% | -5%[10.9 µM] | -12%
47 | C=CCn1c(Cc2cccs2)nnc1SCC(=O)Nc1ccc(OC)cc1 | 3.6% | -2% | -11% | -5%
48 | Cc1ccc(N2CC(C(=O)NCCCn3ccnc3)CC2=O)cc1 (stereo unspecified) | -2.4% | -4% | . | 1%
49 | COc1ccc(O[C@H]2C=C[C@@H](c3ccccc3)O[C@H]2CO/N=C(/C)CCC(=O)OC[C@@H]2O[C@H](c3ccccc3)C=C[C@@H]2Oc2ccc(OC)cc2)cc1 | . | 8%[9.22 µM] | . | 3%[9.22 µM]
50 | CN(C)c1ccc(C2C=C(c3ccccc3)Nc3nnnn32)cc1 (stereo unspecified) | ? | ? | -13%[10.9 µM] | ?
51 | CC(NC(=O)CSc1nc2c(c(C(F)(F)F)n1)CCc1ccccc1-2)c1ccccc1 (stereo unspecified) | . | 1% | . | 8%
52 | O=C(Cc1cccs1)Nc1ccc(S(=O)(=O)Nc2ncccn2)cc1 | 1.2% | 5% | -12% | 7%
53 | COc1ccc(S(=O)(=O)Nc2ccc(S(=O)(=O)Nc3ccc(F)cc3)cc2)cc1C | . | 11% | . | 7%
54 | O=C(Nc1nccs1)C(NS(=O)(=O)c1ccc(Br)s1)c1ccccc1 (stereo unspecified) | ? | -17% | 10% | 52%[activator]
55 | CN(C)c1oc(COc2ccc(F)cc2)nc1C#N | 0.0% | 5% | -16% | -4%
56 | Cc1ccc(S(=O)(=O)NCc2nc3cccnc3n2Cc2ccccc2Cl)c(C)c1 | 0.8% | 3% | 12%[10.9 µM] | -28%
57 | COc1ccccc1CCNC(=O)CCSc1nc(-c2ccco2)cc(C(F)(F)F)n1 | . | 0% | . | -6%
58 | CC(=O)Nc1ccccc1-c1nc2ccccc2n(C(C)C(=O)Nc2ccccc2C(F)(F)F)c1=O (stereo unspecified) | -1.1% | 0% | 12%[10.9 µM] | -11%
59 | CCOCCCNC(=O)c1ccc2c(c1)N(Cc1ccccc1)C(=O)CS2=O (stereo unspecified) | 1.0% | -1% | -10% | 8%
60 | CC(=O)c1ccc(Oc2nc(C)nc3c2oc2ccccc23)cc1 | -1.2% | -5% | ? | -24%
61 | COc1ccc(-c2nc(SC)n(S(=O)(=O)c3ccccc3)n2)cc1 | 0.3% | -15% | -52%[inhibitor] | -27%
62 | O=C1CC(c2cccs2)c2cc3c(cc2N1)OCCO3 (stereo unspecified) | -1.1% | 0% | 14% | -5%
63 | CCN(CC)CCNC(=O)C1CCCN(c2ncnc3onc(C)c23)C1 (stereo unspecified) | ? | -7% | -7%[10.9 µM] | 4%
64 | CCn1cc(C(=O)Nc2nncs2)c(=O)c2cc(F)c(N3CCN(C(=O)c4ccco4)CC3)cc21 | -1.1% | 0% | -9% | 3%
65 | CC(C)CCn1c(SCC(=O)c2ccccc2)nc2c1c(=O)[nH]c(=O)n2C | -0.2% | -2% | 7% | -8%
66 | CCCCn1c(=O)[nH]c(=O)c2c1nc(CN1C(=O)c3ccccc3S1(=O)=O)n2CCC | -0.1% | 5% | -18% | 0%
67 | CC1=C(C(=O)Nc2cccnc2)C(c2ccc(Cl)cc2)n2nc(SCc3ccccc3)nc2N1 (stereo unspecified) | ? | 4% | -15%[10.9 µM] | 17%
68 | COc1ccc(C(OC(=O)c2ccco2)C(=O)NC2CCCCC2)cc1 (stereo unspecified) | . | -3% | . | 22%
69 | CC(=O)c1cc2c(cc1N/C(=N/S(=O)(=O)c1ccc(Br)cc1)c1ccccc1)OCO2 | 0.3% | 5% | -7%[10.9 µM] | -21%
70 | Cc1ccc(C)c(CN2C(=O)c3ccccc3S(=O)(=O)c3ccc(C(=O)N4CCCCCC4)cc32)c1 | ? | 12% | -16%[10.9 µM] | 0%
71 | COc1ccc(C2c3c(n(C)c4ccccc34)C(=O)N2CC(=O)Nc2ccc(Cl)cc2)cc1 (stereo unspecified) | ? | 9% | -11%[10.9 µM] | -12%
72 | O=c1c(-c2ccccc2)nc2cnc(N3CCOCC3)nc2n1Cc1cccs1 | -1.0%[11.4 µM] | 8% | 6% | 10%
73 | COCC(=O)N1CCC2(CCCN(Cc3ccc(C#N)cc3)C2)CC1 | 1.0%[11.4 µM] | -11% | . | 2%
74 | O=C(COC(=O)CSc1nnc(-c2ccc(Cl)cc2)o1)Nc1cc(Cl)cc(Cl)c1 | . | -30% | . | -3%
75 | COc1ccc(S(=O)(=O)N2CCN(c3ccccc3OC)CC2)cc1-c1noc(C)n1 | -2.3% | 4% | 22%[10.9 µM] | 13%
76 | COC(=O)[C@@]1(Cc2ccc(OC)cc2)[C@H]2c3cc(C(=O)N(C)C)n(C[C@H](O)CO)c3C[C@H]2CN1C(=O)c1ccccc1 | . | -1% | -1% | -2%
